# Screening results as filed in PubChem.
# Tat export inh – blocks Tat-dependent protein export in E. coli. E. coli MC4100 TorA-mCherry Tat export, fluorescence. inhibition, % at 10 µM. 0.036% of 340,000 active. AID 488895;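 active = mean replicate inhibition at least 50% and at least half of replicates individually reaching 50%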;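 also: exported cargo escapes ClpAP degradation while cytoplasmic cargo is degraded and loses fluorescence; 0% = median of neutral control wells and 100% = median of NaSCN control wells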
# Wnt act – activators of Wnt/beta-catenin signaling; activation, % at 9.35 µM; 1.2% of 300,000 active; Wnt/beta-catenin reporter cell assay, activator, plate reader; in the data active = activation above about 30%, passing the limit was not always enough;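 also: 0% = neutral control wells and 100% = positive control wells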
# Rtt109 HAT inh – inhibitors of Candida albicans Rtt109/Vps75 histone acetyltransferase; purified Rtt109/Vps75, ThioGlo CoA-SH fluorescence, 4 h; inhibition, % at 34.9 µM; 0.16% of 330,000 active;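 active = inhibition of at least 50% in every replicate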
# RTF Ca sens act – increases calcium sensitivity of human cardiac regulated thin filaments. P19429+P45379. IANBD-labeled TnC RTF fluorescence at EC20 calcium; 0% EC20 calcium, 100% full calcium. activation, % at 7.2 µM. 0.24% of 340,000 active. AID 493008;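 active = activation above the mean over all tested compounds plus 3 SD, cut at about 30% in these data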;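 also: rise in fluorescence read as greater calcium sensitivity of cardiac thin filaments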
# V-ATPase pHluor – regulators of yeast V-ATPase proton transport. AID 504577. response, % at 10 µM. 0.37% of 350,000 active. S. cerevisiae, pHLuorin cytosolic pH fluorescence; in the data active = response mostly above about 7.3%, no sharp cut-off; inactive = mostly below about 5.4%; also: actives read high; inactives centre near 0; some compounds called inactive have numbers as strong as hits; reference of the scale not given here
# dFosB act – activators of mouse delta FosB homodimer; 0.99% of 340,000 active; P13346; activation, % at 25 µM; purified delta FosB, TAMRA-CDK5 oligo fluorescence polarization; percent of positive-control signal above neutral wells; AID 493131;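 active = mean activation above about 17%, with every replicate also reaching it, limit read from the data, passing the limit was not always enough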;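 also: fluorescence polarization rise as delta FosB binds a TAMRA Cdk5 AP-1 oligo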
# Target sequence (P13346 whole entry, looked up): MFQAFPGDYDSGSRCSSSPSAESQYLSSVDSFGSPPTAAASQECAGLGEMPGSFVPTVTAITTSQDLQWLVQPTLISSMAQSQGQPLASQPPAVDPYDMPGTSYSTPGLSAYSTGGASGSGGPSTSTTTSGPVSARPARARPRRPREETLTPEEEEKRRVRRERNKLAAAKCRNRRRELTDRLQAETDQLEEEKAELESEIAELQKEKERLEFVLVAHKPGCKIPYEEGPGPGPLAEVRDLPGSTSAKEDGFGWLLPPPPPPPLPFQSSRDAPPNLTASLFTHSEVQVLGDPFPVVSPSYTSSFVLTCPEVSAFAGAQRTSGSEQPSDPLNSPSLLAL
# CDK5 inh – blocks human CDK5/p35 kinase activity; Recombinant CDK5/p35, ADP-Glo luminescence, 60 min; inhibition, % at 10 µM; 0.01% of 330,000 active; Q00535+Q15078; AID 488839;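 active = highest replicate inhibition of at least 50% and at least 75% of replicates reaching 50%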;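 also: plate controls were DMSO neutral control for no effect and GW8510 at 10 µM for full effect; many of its hits are not listed in these tables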
# Target sequence (Q00535 whole entry, looked up): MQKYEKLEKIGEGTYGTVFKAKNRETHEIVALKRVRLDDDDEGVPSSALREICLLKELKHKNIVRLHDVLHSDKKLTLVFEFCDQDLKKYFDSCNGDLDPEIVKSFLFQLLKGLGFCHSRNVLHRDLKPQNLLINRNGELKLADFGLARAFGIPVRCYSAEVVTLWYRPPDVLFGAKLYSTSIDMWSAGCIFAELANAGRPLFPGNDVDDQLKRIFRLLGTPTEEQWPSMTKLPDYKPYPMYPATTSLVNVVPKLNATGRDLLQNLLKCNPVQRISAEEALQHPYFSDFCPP
# Target sequence (Q15078 whole entry, looked up): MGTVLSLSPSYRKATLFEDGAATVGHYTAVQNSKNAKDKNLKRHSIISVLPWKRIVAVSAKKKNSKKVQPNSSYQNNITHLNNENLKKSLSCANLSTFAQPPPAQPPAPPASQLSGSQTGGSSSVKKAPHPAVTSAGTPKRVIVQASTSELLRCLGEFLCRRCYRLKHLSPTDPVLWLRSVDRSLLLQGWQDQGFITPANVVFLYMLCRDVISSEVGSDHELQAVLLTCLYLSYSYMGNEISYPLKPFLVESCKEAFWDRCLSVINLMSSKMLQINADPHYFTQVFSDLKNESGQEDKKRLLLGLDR
# CAL PDZ FP-1 – human CAL PDZ-peptide interaction inhibition. Q9HD26. purified CAL PDZ, TMR-peptide fluorescence polarization, 1 h. inhibition, % at 20 µM. 0.02% of 330,000 active. AID 504414;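 active = highest replicate inhibition of at least 40%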;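 also: plate controls were DMSO neutral control wells for no effect and unlabeled competitor peptide control wells for full effect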
#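 material = purified tagged CAL PDZ domain construct (CerCALP) | compound dosing = 20 µM, one dose | times = 1 h at RT | measured by = fluorescence polarization from S- and P-plane intensities, G-factor corrected | read-out = inhibition from polarization loss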
# CAL PDZ FP-2 – blocks peptide binding to the human CAL PDZ domain; Q9HD26; purified CAL PDZ, TMR-peptide fluorescence polarization, 1 h; inhibition, % at 24.9 µM; 0.92% of 300,000 active; AID 602252;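 active = mean inhibition of at least 30% with at least half of replicates also reaching 30%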;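 also: 0% = DMSO neutral control and 100% = excess unlabeled competitor peptide PRC23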
# MITF TRPM1 HTS – MITF TRPM1 promoter activation in melanoma cells | SK-MEL-5 TRPM1-promoter luciferase, 24 h; % of positive control, neutral wells = 0 | activation, % at 12.5 µM | 0.75% of 300,000 active;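 active = mean activation of at least 80% with every replicate also reaching 80%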;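 also: 0% = neutral control wells and 100% = parthenolide positive control wells; values of inactives mirror those of a sister screen read the other way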
# The depositor's hits bear a star; / = not tested or not shown.
SMILES,Tat export inh,Wnt act,Rtt109 HAT inh,RTF Ca sens act,V-ATPase pHluor,dFosB act,CDK5 inh,CAL PDZ FP-1,CAL PDZ FP-2,MITF TRPM1 HTS
Clc1ccc(OCc2nn3c(C4CCCCC4)nnc3s2)c(Cl)c1,-3,-7,-3,-1,0,-4,-0.1,-2.4,/,-6
COc1cc(-c2nnc(-c3cc(-c4ccccc4)nc4ccccc34)o2)cc(OC)c1OC,0,2,-6,-5,4,-6,2.5,0.6,8,1
CC(Cl)C(=O)Nc1ncc(C(F)(F)F)cc1Cl (stereo not given),3,/,0,4,2,4,-0.7,-0.4,0,3
Cc1ccc(SCC(=O)N2CCN(S(=O)(=O)c3cccs3)CC2)cc1,1,0,4,-1,3,-8,-5.8,-0.2,2,-3
Cc1c(NC(=O)OCc2ccccc2)c(=O)n(-c2ccccc2)n1C,-4,0,0,-3,-4,2,-0.2,-1.1,-8,/
CN(CCOC(=O)c1cccc(F)c1)Cc1ccccc1,-4,-7,0,-3,6,2,-0.2,-2.6,1,-12
COc1cccc(CNC(=O)Cn2nc(C)c3c(C)n(-c4ccc(C)cc4)nc3c2=O)c1OC,-6,-2,5,4,9,-14,-2.9,-2.4,-4,-19
Cn1c(=O)c2[nH]c(N3CCCCC3)nc2n(C)c1=O,-1,0,-1,-2,0,5,-0.3,-0.4,-2,-8
CCc1nc(C)cn1S(=O)(=O)c1cc([N+](=O)[O-])ccc1Cl,-13,0,8,7,-1,-4,0.1,-1.9,0,9
CC(=O)N1c2ccc(S(=O)(=O)N3CCC(C(=O)N4CCN(c5ccc(Cl)cc5)CC4)CC3)cc2CC1C (stereo not given),8,-5,5,-2,0,-3,0.1,-1.5,-1,-9
CCOC(=O)C1C(c2ccc(O)c(OCC)c2)NC(=S)NC1(O)C(F)(F)F (stereo not given),-3,0,8,-2,1,-3,1.5,-2.1,0,2
CCCOc1ccc(C(CC(=O)O)NC(=O)c2cccs2)cc1 (stereo not given),-4,/,-8,-2,-3,-7,-0.4,-2.5,/,-1
COCCNC(=O)COc1ccc(Oc2ccccc2)cc1,5,/,5,3,0,7,-0.9,-1.2,-2,7
COc1ccc(C2c3c(ccc4ccccc34)Oc3ncn4nc(-c5ccco5)nc4c32)cc1OC (stereo not given),-5,/,-3,2,0,-2,-1.2,0.0,-5,-6
CC(SC1=NCCN1S(=O)(=O)c1ccccc1)c1ccccc1 (stereo not given),4,-1,16,-4,-1,-6,1.3,-2.8,-4,-6

# Continued; the last two above are carried over.
SMILES,Tat export inh,Wnt act,Rtt109 HAT inh,RTF Ca sens act,V-ATPase pHluor,dFosB act,CDK5 inh,CAL PDZ FP-1,CAL PDZ FP-2,MITF TRPM1 HTS
COc1ccc(C2c3c(ccc4ccccc34)Oc3ncn4nc(-c5ccco5)nc4c32)cc1OC (stereo not given),-5,/,-3,2,0,-2,-1.2,0.0,-5,-6
CC(SC1=NCCN1S(=O)(=O)c1ccccc1)c1ccccc1 (stereo not given),4,-1,16,-4,-1,-6,1.3,-2.8,-4,-6
O=C(CS(=O)(=O)Cc1ccccc1)NCc1ccccc1Cl,8,1,-2,3,2,-5,-1.3,-1.1,/,-3
COc1cccc(-c2cc(C(=O)O)[nH]n2)c1,2,/,0,0,1,0,0.5,-1.6,-3,3
Cc1ccc(C)c(NC(CC(=O)c2ccccc2)C(=O)OCC(=O)c2cccs2)c1 (stereo not given),-1,/,-10,-2,0,4,1.1,-0.1,-3,5
O=C(NC1CCCC1)c1ccc(COc2ccccc2Br)o1,-3,1,10,0,2,-9,-0.4,-3.0,-1,10
CC(C(=O)Nc1ccc2c(c1)OCCO2)N1Cc2ccccc2C1=O (stereo not given),-2,0,-4,-2,2,-4,0.1,-0.6,-3,9
CCC1CCCCN1Cc1c(O)ccc2c(=O)c(-c3ccccc3OC)coc12 (stereo not given),-3,5,11,-1,7,-14,-0.8,-0.2,/,/
O=C(CSC1CC(=O)N(c2ccc(C(=O)O)cc2)C1=O)Nc1ccc2ccccc2c1 (stereo not given),1,-2,26,18,-1,-7,-2.7,-0.7,/,-6
O=C1CC2(CCCC2)Oc2ccc(Cl)cc21,-14,-3,4,-1,3,-4,-0.4,1.0,-3,4
COc1cccc(/C=C2/SC(=S)N(CCCC(=O)Nc3ccc(O)cc3)C2=O)c1,-1,5,9,-2,1,5,0.1,-0.6,-5,14
O=C(O)c1ccc(-n2cc(C(=O)c3ccccc3O)cn2)cc1,4,4,-10,4,1,-2,-0.2,-1.0,-2,12
Cc1cc(/C=C(\C#N)C(=O)Nc2ccc(F)cc2)c(C)n1-c1ccc(N2CCOCC2)c([N+](=O)[O-])c1,-3,-13,4,-6,-1,-3,2.2,-0.3,2,-24
CC1CC2(C)Oc3ccccc3C3OCC1(CO)C(C)C32 (stereo not given),2,/,-3,0,-2,-6,-0.9,-1.8,-2,2
O=S(=O)(c1cccc(-c2n[nH]c(=S)n2-c2ccccc2Cl)c1)N1CCOCC1,-1,-2,-1,5,1,-6,1.1,-1.2,7,15
Cc1cccc(C2Nc3ccccc3C(=O)N2CCc2ccccc2)n1 (stereo not given),-7,5,-1,5,-3,-2,-14,-0.8,-5,26
COc1ccccc1-c1cc(C(=O)Nc2c(C)n(C)n(-c3ccccc3)c2=O)no1,3,-2,3,2,0,2,0.4,-3.3,6,2
O=C(C=Cc1cccc(O)c1)c1ccccc1O,-2,-3,0,-3,3,-13,1.9,0.1,0,9
CC(=O)Nc1cccc(C(=O)/C=C/c2ccc(N(C)C)cc2)c1,1,6,-2,73*,-3,2,-0.1,2.0,1,37
O=C(NNC(=O)c1cc2ccccc2o1)c1ccc(Cl)cc1,-5,1,-10,-2,1,2,0.4,-0.6,/,/
COCCN(CCOC)C(=O)C1CCCN(S(=O)(=O)c2ccc(NC(=O)OC)cc2)C1 (stereo not given),-2,3,30,-4,-1,-3,0.0,-1.5,/,2
O=C(Cc1ccc(Cl)cc1)Nc1ccc(Br)cn1,-3,3,10,4,-1,-5,2.9,-0.7,-2,68
CC(C)[C@@H](N)C(=O)N/N=C/c1ccc2nccnc2c1,-4,3,2,1,-3,-7,-0.4,-1.3,1,/
COc1cccc2cc(-c3cn4ccc(C)cc4n3)c(=O)oc12,2,/,/,-1,-3,2,-0.2,-4.1,-2,73
C=CCS/C(N)=N\N=C\c1c(O)ccc2ccccc12,10,99*,-7,-4,0,-4,2.9,-1.8,2,58
CCCCn1c(SCC(=O)Nc2nccs2)nc2ccccc2c1=O,-13,/,-16,2,1,1,1.0,-0.5,1,-7
CCn1c(SCc2ccc(Cl)c(Cl)c2)nnc1C(C)NC(=O)c1ccc(OC)cc1 (stereo not given),-8,0,-38,-2,3,-7,1.3,-1.2,5,-7
COc1cc(Cl)c(C)cc1NC(C)C(=O)Nc1cc(C(F)(F)F)ccc1N1CCOCC1 (stereo not given),4,-4,3,6,2,-8,0.9,-1.5,3,-3
Cc1cc(C)c2nc(N3C(=O)C(O)=C(C(=O)c4ccco4)C3c3cccc(O)c3)sc2c1 (stereo not given),3,1,7,-2,-1,-9,-1.0,-0.1,0,1
CSc1cccc(NC(=S)N(Cc2ccccc2)Cc2cccnc2)c1,2,6,10,-6,4,-11,-0.6,0.1,2,-10
COc1ccc(S(=O)(=O)NCC(c2ccc3c(c2)OCO3)N2CCN(c3ccccc3)CC2)cc1 (stereo not given),-5,-1,0,-3,3,-8,-0.3,1.2,-2,-1
CCOC(=O)C1C(=O)CC(C)(O)C(C(=O)OCC)C1c1ccc2c(c1)OCO2 (stereo not given),-2,0,10,-3,2,-1,-0.1,-1.5,-1,-3
O=C(c1cn(-c2ccccc2)nc1-c1cccc(Br)c1)N1CCOCC1,3,0,4,13,-2,-7,-2.7,-0.5,-2,10
O=Cc1c[nH]c2cccc(OCc3ccccc3)c12,4,13,-3,-4,1,-4,0.4,-1.2,-5,32
Cn1c(=N)n(CC(O)c2cccs2)c2ccccc21 (stereo not given),2,/,2,2,5,-1,-0.7,0.3,-3,-3
O=c1c([N+](=O)[O-])c(O)c2ccccc2n1Cc1ccccc1,-1,-1,4,-3,2,-5,-3.8,-2.5,-5,16
CC(=O)c1ccc(OCc2cc(C(=O)N(C)Cc3cc(C)no3)no2)cc1,6,4,-17,-4,-4,1,-0.1,-0.5,1,33
COc1ccc(C(=O)CSc2ccc(-c3ccco3)nn2)cc1,9,/,-9,7,8,-17,0.5,-1.6,-4,-8
COc1cc(C(=O)Nc2ccccc2C(=O)NCc2cccnc2)cc(OC)c1OC,0,1,-16,7,0,-7,0.9,-1.6,2,4
C/C(=N\Nc1ccc(S(N)(=O)=O)cc1[N+](=O)[O-])c1cccnc1,2,-2,-7,-7,-1,5,-0.7,-1.5,-1,-5
COCCCNC(=O)c1ccccc1Sc1ccc(NC(C)=O)nc1,2,-15,-10,1,-1,-8,-6.6,-0.2,0,4
COc1ccc(Cl)cc1NC(=O)Nc1ccccc1C(N)=O,-6,/,2,0,-1,2,0.9,-2.7,-3,-10
Cc1cccc(OCCCn2c(=O)oc3ccc(C)cc32)c1,5,2,-6,-1,-1,-4,-1.4,-3.2,5,11
CN(CC(=O)NC1CCCCCCC1)S(=O)(=O)c1cnc[nH]1,0,-1,-13,-1,2,9,0.2,0.7,/,12
Cc1cccc(N2CCN(C(=O)c3ccc(CNc4c(N5CCC(C)CC5)c(=O)c4=O)cc3)CC2)c1C,-15,-9,/,-6,/,-14,2.4,-2.6,-3,-20
Cc1c(C(C)C)c(=O)n(-c2ccc(S(=O)(=O)NC3CC3)cc2)n1C,-8,0,-15,0,1,0,0.1,0.9,-4,-5
Cc1c(Cc2ccc3c(c2)OCO3)sc(NC(=O)c2cccc3ccccc23)c1C(N)=O,-5,-1,-13,9,-2,3,-2.2,-0.6,-1,/
CNC(=O)c1cccc(N2CCCC2=O)c1,-2,-2,4,1,3,-5,0.1,-1.2,-8,2
Cn1cc(Br)c(C(=O)Nc2ncc(Br)s2)n1,-6,21,1,3,0,5,0.3,-2.4,1,43
NS(=O)(=O)c1ccc(CCNC(=O)C(=O)NCC2OCCN2S(=O)(=O)c2cccs2)cc1 (stereo not given),5,-2,-7,8,-3,-3,-1.3,-1.4,-5,-4
CCOc1ccccc1/C=N/NC(=O)c1ccc(Cn2cc([N+](=O)[O-])cn2)o1,-2,2,-2,-8,1,0,0.3,-2.0,-5,/
Cc1cc(NS(=O)(=O)c2ccc(NC(=O)C(CC(C)C)N3C(=O)c4ccccc4C3=O)cc2)nc(C)n1 (stereo not given),-4,/,23,1,3,-9,-0.4,-2.1,-9,-8
COc1cc2c3c(c1)/C(=C1/SC(NC(C)=O)=NC1=O)C(=O)N3C(C)(C)C=C2C,4,-7,12,0,0,-9,1.0,0.0,3,/
C=C(C1=CCN(S(=O)C(C)(C)C)[C@@H]1CCO)c1ccccc1 (stereo not given in full),3,-4,-2,5,6,-1,-0.6,0.4,-1,0
